Screens (PubChem BioAssay)
proCasp3 act: procaspase-3 (human) activation; P42574; recombinant procaspase-3 D3A, Ac-DEVD-pNA absorbance 405 nm; activation, % at 8.5 µM; actives 0.11% (n = 330,000); AID 463141;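 active = activation above the mean of all tested compounds plus 3 SD, cut at about 21% in these data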;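 note: 0% = DMSO alone and 100% = DMSO wells spiked with extra 5 µM PC-3 D3A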
Target sequence (P42574 whole entry D9A/D28A/D175A): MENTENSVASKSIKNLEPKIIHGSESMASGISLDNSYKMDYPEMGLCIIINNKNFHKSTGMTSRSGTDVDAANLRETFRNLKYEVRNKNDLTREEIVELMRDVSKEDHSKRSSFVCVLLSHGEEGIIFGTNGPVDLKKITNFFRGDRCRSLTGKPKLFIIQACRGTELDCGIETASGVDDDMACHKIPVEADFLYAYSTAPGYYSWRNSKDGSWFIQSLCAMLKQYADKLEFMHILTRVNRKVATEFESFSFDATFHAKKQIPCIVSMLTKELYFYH
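Assay system – Procaspase-3 D3A mutant, all three cleavage aspartates alanine · Controls – DMSO-only low control, 5 µM PC-3 D3A high control · Schedule – 1 h compound preincubation, 2 h substrate hydrolysis at 25 °C · Signal – 405 nm absorbance of p-nitroaniline, reads at 0 and 120 min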
GASC-1 inh: human JMJD2C demethylase inhibition. GST-JMJD2C(1-420) H3K9me3 demethylation, DELFIA europium. AID 2099. inhibition, % at 2.35 µM. actives 0.069% (n = 330,000). Q9H3R0;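 active = more than half of a compound's replicate wells show inhibition beyond 50%, single wells judged on their own value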;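 note: signal counts dimethyl H3K9 product captured on neutravidin plate; 0% = median of DMSO wells and 100% = 0.3 times that DMSO median; strong numbers were not always called active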
Target sequence (Q9H3R0 1-420 limits assumed): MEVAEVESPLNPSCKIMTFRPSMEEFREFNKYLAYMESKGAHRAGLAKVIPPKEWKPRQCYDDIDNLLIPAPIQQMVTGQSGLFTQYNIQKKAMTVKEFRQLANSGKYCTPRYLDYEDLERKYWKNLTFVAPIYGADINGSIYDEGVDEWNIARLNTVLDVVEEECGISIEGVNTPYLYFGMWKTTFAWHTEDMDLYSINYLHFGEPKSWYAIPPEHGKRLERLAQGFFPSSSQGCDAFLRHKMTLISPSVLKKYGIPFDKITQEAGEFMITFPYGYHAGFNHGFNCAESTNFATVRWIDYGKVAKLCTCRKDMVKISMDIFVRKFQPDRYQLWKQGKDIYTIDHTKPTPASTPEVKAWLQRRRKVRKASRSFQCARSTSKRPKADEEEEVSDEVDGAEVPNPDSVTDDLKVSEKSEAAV
RPL19A-GFP yeast: modulators of TOR pathway RPL19A-GFP in S. cerevisiae; S. cerevisiae RPL19A-GFP strain, flow cytometry, 3 h; stronger effect = lower value; percent response vs DMSO, % at 10 µM; actives 0.3% (n = 330,000); AID 2025;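 active = percent response vs DMSO below 50%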;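 note: median channel GFP fluorescence of the barcoded RPL19A-GFP strain; ratio of sample median GFP to plate DMSO average so 100% = DMSO; lower means less RPL19A-GFP as with rapamycin TOR inhibition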
MEP2 TOR yeast: yeast TOR pathway MEP2-GFP modulation; AID 2016; S. cerevisiae MEP2-GFP strain, flow cytometry GFP, 3 h; 100% = DMSO control level; GFP response vs DMSO, % at 10 µM; actives 0.51% (n = 330,000);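 active = GFP response versus DMSO above a set limit, roughly screen mean plus 3 SD, cut at about 180% in these data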;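 note: median GFP fluorescence of the barcode-gated MEP2-GFP cells per well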
proCasp7 act: activates human procaspase-7, counter-screen for procaspase-3 activators | P55210 | recombinant procaspase-7, Ac-DEVD-pNA absorbance 405 nm; D23A/D198A/D206A triple mutant, cannot self-cleave; scale: DMSO 0, 5 µM enzyme 100 | actives 0.093% (n = 330,000) | AID 463210 | activation, % at 8.5 µM;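 active = percent activation above the screen-wide mean plus 3 SD, cut at about 25% in these data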
Target sequence (P55210 whole entry D23A/D198A/D206A): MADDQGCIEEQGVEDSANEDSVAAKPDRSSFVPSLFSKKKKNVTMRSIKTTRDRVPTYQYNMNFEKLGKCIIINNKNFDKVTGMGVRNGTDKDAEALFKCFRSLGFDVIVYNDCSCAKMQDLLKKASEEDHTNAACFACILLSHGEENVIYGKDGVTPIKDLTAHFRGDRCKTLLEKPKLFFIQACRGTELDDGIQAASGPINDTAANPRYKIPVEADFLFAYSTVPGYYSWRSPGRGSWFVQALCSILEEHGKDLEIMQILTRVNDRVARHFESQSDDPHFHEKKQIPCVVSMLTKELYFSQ
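System: Uncleavable procaspase-7 mutant enzyme; Amount: 2 µM procaspase-7 mutant as dispensed; Schedule: 1 h compound preincubation, 2 h substrate cleavage, 25 °C; Measured by: 405 nm absorbance of p-nitroaniline; Evaluation: percent activation from buffer-corrected 0–120 min absorbance change; Control set: low DMSO alone, high DMSO plus 5 µM PC-7.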
LAP4-GFP MLPCN: alters LAP4-GFP fluorescence in TOR pathway yeast screen | actives 0.34% (n = 320,000) | S. cerevisiae LAP4-GFP multiplex, flow cytometry GFP, 3 h; median GFP as percent of DMSO wells | GFP response vs DMSO, % at 10 µM;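 active = GFP response vs DMSO above a set limit, about the screen mean plus 3 SD, cut at about 150% in these data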
Yeast superoxide: lowers age-related superoxide in aged yeast cells | S. cerevisiae aged cells, superoxide DHE fluorescence; stronger effect = lower value | superoxide response (% of plate mean), % at 10 µM | actives 0.18% (n = 330,000) | AID 2690;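 active = superoxide response under a set limit, about three screen SD below normal, cut at about 65% in these data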;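 note: yeast aged for seven days with compound at 30 °C before DHE staining; 100% = average MFI of all compound-treated wells on the plate with controls excluded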
AHR act: activators of human aryl hydrocarbon receptor; P35869; AHR-responsive luciferase reporter cells, luminescence; activation, % at 5 µM; actives 2.5% (n = 320,000); AID 2796; in the data active = activation above about 47%;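 note: 0% = vehicle wells and 100% = reference agonist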
The depositor's hits bear a star; . = not tested or not shown; & = joins results of further samples.

SMILES	proCasp3 act	GASC-1 inh	RPL19A-GFP yeast	MEP2 TOR yeast	proCasp7 act	LAP4-GFP MLPCN	Yeast superoxide	AHR act
Cc1cccnc1NC(=O)c1ccc2nc(N)sc2c1	-3	10	92	93	10	96	99	13
CC(OC(=O)CNC(=O)c1cccc(F)c1)C(=O)NC1CCCCC1C (stereo not drawn)	0	0	97	100	3	106	98	-2
CC(OC(=O)C1CCN(c2ccc(C(F)(F)F)cn2)CC1)C(=O)Nc1ccc(S(N)(=O)=O)cc1 (stereo not drawn)	-4	7	100	101	-2	99	104	-1
Cc1cccc(NC(=O)CNC(=O)CSc2ncccn2)c1C	0	3	101	103	-3	94	88	6
Cc1ccc(NC(=O)CCS(=O)(=O)c2cc3c(cc2Cl)NC(=O)CO3)cc1	-1	4	105	112	1	116	91	1
CCN(CC)S(=O)(=O)c1ccc2c(c1)N(CC(=O)N(CCc1ccncc1)C(C)C)C(=O)CO2	1	-3	97	99	-2	94	104	4
Cn1c(-c2ccccc2)cnc1NCc1ccccc1	0	6	103	106	7	93	110	1
CCN1C(Nc2ccccc2)=NC[C@@H]1CC(C)C	4	-4	92	91	3	108	109	0
N#Cc1c(NC(=O)C2CC(c3ccccc3O)=NO2)sc2c1CCC2 (stereo not drawn)	1	-3	106	106	-8	95	105	3
CCCS(=O)(=O)N1CCCC(C(=O)NCCN2CCOCC2)C1 (stereo not drawn)	0	9	102	94	2	99	103	-1
Cc1ccc(S(=O)(=O)N2CCOCC2)cc1NC(=O)COC(=O)c1cnccn1	-5	.	99	104	1	104	103	1
CCNC(=S)N1CCC(NC(=O)C2CCCCC2)CC1	4	11	105	104	0	100	94	-1
Cc1ccc(NS(=O)(=O)c2ccc3[nH]c(=O)[nH]c3c2)c(C)c1	6	-13	108	96	3	111	99	0
CC(C)(O)C#Cc1ccc(CN2CCN(Cc3ccccc3)C(CCO)C2)cc1 (stereo not drawn)	7	0	98	116	6	121	95	5
CC(=O)Oc1c(-c2ccco2)oc2ccccc2c1=O	-18	-7	96	99	-24	91	106	0

Single records, from the list above:
CCCS(=O)(=O)N1CCCC(C(=O)NCCN2CCOCC2)C1 (stereo not drawn) in the list: proCasp3 act = 0; GASC-1 inh = 9; RPL19A-GFP yeast = 102; MEP2 TOR yeast = 94; proCasp7 act = 2; LAP4-GFP MLPCN = 99; Yeast superoxide = 103; AHR act = -1
CC(=O)Oc1c(-c2ccco2)oc2ccccc2c1=O in the list: proCasp3 act = -18; GASC-1 inh = -7; RPL19A-GFP yeast = 96; MEP2 TOR yeast = 99; proCasp7 act = -24; LAP4-GFP MLPCN = 91; Yeast superoxide = 106; AHR act = 0

Next part
SMILES	proCasp3 act	GASC-1 inh	RPL19A-GFP yeast	MEP2 TOR yeast	proCasp7 act	LAP4-GFP MLPCN	Yeast superoxide	AHR act
CC(=O)c1ccc(OC(=O)N(c2ccccc2)c2ccccc2)cc1	-8	-2	104	98	5	106	92	-1
O=c1[nH]c2ccc(NC(=S)NC3CCCCC3)cc2[nH]1	-14	-25	95	97	0	99	88	-2
CCN1C(=O)c2cccc3c(S(=O)(=O)Nc4ccccc4)ccc1c23	7	-6	91	94	6	90	100	9
COc1ccc(C(=O)Nn2cnc3scc(-c4cccs4)c3c2=O)c(O)c1	0	5	98	96	5	103	108	43
COC(=O)N1CC=CC1(C)C(=O)NCc1cc(F)cc(C(F)(F)F)c1 (stereo not drawn)	-1	-6	94	91	5	106	101	4
Clc1ccc(Cc2nnc(-c3ccccc3Br)o2)cc1	4	-9	99	99	7	113	99	-5
CCOC(=O)N1CCN(C(=O)/C=C/c2ccc(OC)c(OC)c2)CC1	4	-6	107	104	2	85	99	0
COc1ccc(-n2c(SCC(=O)N3CCCCC3)nnc2-c2cccnc2)cc1	4	7	98	94	4	93	94	-3
CC(=O)Nc1c(C)cc(OCC(=O)O)cc1C	-7	-1	102	102	3	102	108	1
O=C(CN(C(=O)CCC(=O)Nc1nccs1)c1ccc2c(c1)OCCO2)NCc1ccco1	-2	12&-10	105	107	-3	103	99	7
Cc1ccccc1CN1CCC(C(=O)Nc2ccc(Oc3cccnc3)cc2)CC1	5	-3	104	108	-4	98	94	1
COc1ccc(CCNC(=O)NC2CCCCC2)cc1OC	18	4	101	101	-2	102	87	-1
Cc1nn(CC(=O)Nc2ccc3c(c2)CCC3)c(C)c1[N+](=O)[O-]	-3	-13	98	98	7	101	96	2
Cc1cc([N+](=O)[O-])nn1Cc1noc(C(=O)NCc2ccc3c(c2)OCO3)n1	-2	0	106	108	-1	100	111	2
CC(C)(C)OC(=O)N1CCC(c2c(C(=O)NC3CC3)cnn2-c2ccc(Cl)cc2)CC1	3	21	102	105	2	110	73	2
CCCCC(=O)N=c1sc2cc(S(C)(=O)=O)ccc2n1C	-8	1	99	100	-6	92	85	-2
CC(C)(C)CN1CCNC(=O)C1CC(=O)NCCN1CCCc2ccccc21 (stereo not drawn)	-4	13	109	106	5	108	94	2
N/C(=N\OC(=O)c1ccc(Cl)c([N+](=O)[O-])c1)c1ccccc1	1	11	105	112	6	109	104	7
Cc1ccc(N/C=C/C(=O)c2cccs2)cc1	5	-2	96	105	3	115	106	2
CCOC(=O)C1C(c2cccs2)NC(=O)NC1(O)C(F)(F)F (stereo not drawn)	1	2	101	101	5	97	90	-1
CCC(CC)NC(=O)CO/N=C/c1ccc(Cl)cc1Cl	9	-2	99	99	2	103	103	2
C=CCNc1oc(-c2cccc(Cl)c2)nc1C#N	5	1	100	108	16	106	107	2
O=C(O)c1c(-c2ccccc2)c2oc3ccccc3c2[nH]c1=O	1	11	101	101	1	103	96	15
Nc1nc(-c2ccccc2)c(N=Nc2ccc(Cl)cc2)s1	-2	3	102	107	-3	108	104	120*
Cn1c(=O)c2c(nc(SCCN3CCOCC3)n2Cc2cccc3ccccc23)n(C)c1=O	-9	-9	99	102	-2	102	83	-2
COc1cc(NC(=S)Nc2ncccc2C)cc(OC)c1OC	3	3	98	103	-12	89	96	106*
O=C(OCc1nnc(-c2ccccc2)o1)C1CCN(S(=O)(=O)c2cccs2)CC1	7	-15	95	95	6	86	105	6
O=C(c1ccccc1)c1cnc(-c2ccccc2)s1	1	-7	91	92	-5	104	110	0
COc1cc(/C=N/NC(=O)c2cccc(S(=O)(=O)N3CCCCC3)c2)cc(Br)c1O	-4	1	102	91	2	103	100	1
CCSc1nc(CC)c2c(c1C#N)CCCC2	2	-8	98	101	0	99	96	4

3 consecutive compounds already listed:
SMILES	proCasp3 act	GASC-1 inh	RPL19A-GFP yeast	MEP2 TOR yeast	proCasp7 act	LAP4-GFP MLPCN	Yeast superoxide	AHR act
O=C(c1ccccc1)c1cnc(-c2ccccc2)s1	1	-7	91	92	-5	104	110	0
COc1cc(/C=N/NC(=O)c2cccc(S(=O)(=O)N3CCCCC3)c2)cc(Br)c1O	-4	1	102	91	2	103	100	1
CCSc1nc(CC)c2c(c1C#N)CCCC2	2	-8	98	101	0	99	96	4

(list continues)
SMILES	proCasp3 act	GASC-1 inh	RPL19A-GFP yeast	MEP2 TOR yeast	proCasp7 act	LAP4-GFP MLPCN	Yeast superoxide	AHR act
COc1cc(/C=N/NC(=O)c2ccncc2)ccc1OC(=O)c1cccc(Br)c1	4	-21	103	102	0	95	103	6
COn1cnnc1-c1ccccc1	-3	-1	103	93	-2	98	110	0
CCOc1ncccc1C(=O)OCC(=O)Nc1ccc(C)c(S(=O)(=O)N2CCOCC2)c1	0	-56	106	103	-3	107	90	1
COc1ccccc1NC(=O)CSc1nnnn1C1CCCCC1	7	0	106	107	0	93	98	20
Cc1ccc(-n2nc3c(c2NC(=O)C(C)(C)C)CSC3)c(C)c1	-8	3	103	102	5	99	94	4
COC(=O)c1ccccc1S(=O)(=O)N(Cc1ccco1)Cc1cc2cc(OC)ccc2[nH]c1=O	-9	-10&7	95	101	-19	103	100	4
FC(F)(F)c1cc(N2CCN(Cc3ccccc3)CC2)c2ccccc2n1	13	-27	88	91	9	90	91	0
Cc1nn(Cc2ccccc2)c(C)c1NC(=O)c1cc(-c2ccc3c(c2)OCO3)on1	3	-3	102	107	-5	101	96	-1
Cc1csc(NC(=O)CSc2ccc(-c3ccc(F)cc3)nn2)n1	-1	24	99	99	4	100	88	5
Cc1nn(-c2ccc(C(=O)N3CCN(S(=O)(=O)c4ccccc4C(F)(F)F)CC3)cc2)c(C)c1Cl	16	-4	99	101	-10	104	123	-1
O=c1c2c([nH]c3ccc(Br)cc13)CCCC2	-2	-3	92	96	-1	95	89	1
COc1ccccc1/C=N/NC(=O)c1cccc(OC(F)(F)C(F)F)c1	6	0	100	105	1	100	121	22
CCS(=O)(=O)NC(C)C(c1cccs1)N1CCN(c2ccc(OC)cc2)CC1 (stereo not drawn)	-5	-8	104	96	5	100	112	7
CN(C)Cc1cnc2ccc(Cl)cn12	4	-2	109	110	9	107	99	0
COc1ccc(NS(=O)(=O)c2cc(NC(=O)C3CCCO3)ccc2N2CCCCC2)cc1 (stereo not drawn)	-2	-41	101	106	6	101	98	0
CN1CCN(C(=O)c2ccc3c(=O)n(CCc4ccccc4)c(=S)[nH]c3c2)CC1	5	.	93	100	8	101	122	0
O=[N+]([O-])c1cccc(S(=O)(=O)Nc2ccc(Cc3ccncc3)cc2)c1	1	-1	90	93	4	95	107	3
NC(=O)C1CCN(CCCNC2CC(=O)N(Cc3ccc(N4CCCC4=O)cc3)C2=O)CC1 (stereo not drawn)	-3	4	101	106	-24	99	104	-1
CCCCn1c(N)c(N(CC(C)C)C(=O)CSCc2c(C)noc2C)c(=O)[nH]c1=O	-3	15	103	95	13	106	104	0
O=C(O)c1ccccc1C(=O)Nc1ccccc1[N+](=O)[O-]	-1	1	104	103	-4	108	131	1
CC(C)(C)C1CCc2onc(C(=O)N3CCOCC3)c2C1 (stereo not drawn)	8	-1	87	95	-1	88	99	-4
COCCN(C(=O)COC(=O)c1cnc(C)cn1)c1c(N)n(Cc2ccccc2)c(=O)[nH]c1=O	1	-4	100	102	8	106	99	0
CCN(CC(=O)Nc1ccc2c(c1)OCCO2)S(=O)(=O)c1ccc(C)cc1	4	-3	97	105	2	100	109	3
Cc1cc(C)c(S(N)(=O)=O)c(C)c1-n1cnnn1	3	3	100	102	-5	103	89	1
Cc1ccc2c(C(=O)CN3CCN(C4CCCCC4)CC3)c(C)[nH]c2c1	0	6	98	98	6	104	83	19
CC(C)(C)OC(=O)[C@H](CCCCN)NC(=O)c1[nH]cnc1C(=O)N[C@@H](Cc1ccccc1)C(=O)OCc1ccccc1	3	-21	.	.	7	.	77	-2
CCOC(=O)CN1C2=NCCCN2c2ccccc21	-3	0	103	107	8	99	96	-1
Cc1ccc2nc(SCC(=O)c3ccccc3)nc(=O)n2c1	-7	4	95	101	8	108	104	7
S=C(Nc1cccnc1)Nc1ccccc1Br	-3	-13	98	96	-8	95	125	13
Cc1ccc(S(=O)(=O)NCc2nc3nc(C)cc(C)n3n2)c(C)c1	10	-9	101	103	3	96	104	-1
O=C(OCc1c(-c2ccccc2)ncc2ccccc12)c1ccc(C(F)(F)F)cc1	10	-7	94	95	-7	105	101	9
Cc1ccc(OCc2nnc(SCC(=O)Nc3ccc(N4CCOCC4)cc3)o2)cc1	-1	9	109	106	-5	97	104	3
O=C(CC(=O)c1ccccc1O)c1ccc(F)cc1	-28	-12	98	104	-68	114	93	27
O=C(Nc1cccnc1Cl)c1cc2ccccc2o1	-2	-10	92	102	10	104	111	0

Not a hit list. About 3.8% of those tested had a hit in this group.
